MITF inh: MITF inhibitors, primary screen, biochemical, AlphaScreen, human | inhibition, % at 2.6 µM | Microphthalmia-associated transcription factor (Homo sapiens), O75030 | hit rate 0.91% among 650,000 | AlphaScreen MITF homodimerization, bead proximity signal; in the data active means inhibition above about 50%;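 further: 0% = vehicle wells with protein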
Target sequence (O75030 whole entry, looked up): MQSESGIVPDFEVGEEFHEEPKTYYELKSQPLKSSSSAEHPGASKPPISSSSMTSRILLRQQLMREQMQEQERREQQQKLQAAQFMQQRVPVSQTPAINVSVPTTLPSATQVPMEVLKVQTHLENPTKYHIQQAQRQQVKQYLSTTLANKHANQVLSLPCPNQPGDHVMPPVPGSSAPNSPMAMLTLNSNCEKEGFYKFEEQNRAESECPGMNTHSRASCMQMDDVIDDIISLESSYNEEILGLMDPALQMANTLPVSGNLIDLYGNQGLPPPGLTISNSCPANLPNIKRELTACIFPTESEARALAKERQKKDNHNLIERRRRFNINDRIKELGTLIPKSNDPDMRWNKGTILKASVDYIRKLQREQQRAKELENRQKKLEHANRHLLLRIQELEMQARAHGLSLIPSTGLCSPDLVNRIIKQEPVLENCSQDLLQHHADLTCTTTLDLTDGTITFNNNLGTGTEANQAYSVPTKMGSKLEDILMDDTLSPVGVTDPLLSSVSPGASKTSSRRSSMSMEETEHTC
TEAD-YAP inh: TEAD-YAP interaction inhibition, primary screen, TEAD-YAP interaction inhibitor project, luminescence, HEK-TIYL cells; TEAD-Gal4/YAP UAS-luciferase luminescence; inhibition, % at 9.12 µM; hit rate 1.4% among 640,000; in the data active means inhibition above about 32%;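 further: 0% = median of test compound wells and 100% = reference inhibitor wells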
GPR151 activ: activators of human GPR151, primary screen, cell-based, PathHunter beta-arrestin, luminescence; G-protein coupled receptor 151 (Homo sapiens), Q8TDV0; AID 1508602, 2020; activation, % at 11.2 µM; PathHunter beta-arrestin GPR151 cells; hit rate 1% among 650,000; in the data active means activation above about 4.9%;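 further: 0% = median of compound wells and 100% = cells with positive control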
Target sequence (Q8TDV0 whole entry, looked up): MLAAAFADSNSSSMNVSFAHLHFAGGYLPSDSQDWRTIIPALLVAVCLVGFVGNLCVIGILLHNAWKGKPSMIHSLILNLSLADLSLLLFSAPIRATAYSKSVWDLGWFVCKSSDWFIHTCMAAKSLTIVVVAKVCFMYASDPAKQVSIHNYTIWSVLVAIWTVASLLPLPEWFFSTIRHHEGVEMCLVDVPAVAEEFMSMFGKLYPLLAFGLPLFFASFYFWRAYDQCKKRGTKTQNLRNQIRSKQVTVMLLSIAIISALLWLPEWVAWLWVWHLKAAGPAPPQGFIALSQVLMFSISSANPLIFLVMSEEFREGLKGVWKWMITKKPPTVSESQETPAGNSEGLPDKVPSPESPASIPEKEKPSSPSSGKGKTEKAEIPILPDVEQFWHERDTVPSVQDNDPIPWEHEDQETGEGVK
FBW7 act: FBW7 E3 ligase activators, primary screen, biochemical, AlphaScreen, human. F-box/WD repeat-containing protein 7 (Homo sapiens), Q969H0. AlphaScreen FBW7–phospho-cyclin E peptide binding, activator screen. normalized activity (activation), % at 26.1 µM. hit rate 0.13% among 650,000. AID 1259310, 2017; in the data active means normalized activity above about 1.9%;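 further: purified mutant Fbw7 with reduced substrate affinity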
* = called active by the depositor; x = no result given; & = joins results of further samples.

SMILES	MITF inh	TEAD-YAP inh	GPR151 activ	FBW7 act
C=CCOc1ccc(C(=O)NCCc2ccccc2)cc1	8	-10	-2.3	0.2
COc1ccc(NC(=O)CC2Sc3ccc(C(F)(F)F)cc3NC2=O)cc1 (configuration not stated)	16	3	0.4	1.2
Cn1c(N2CCCCC2)nc2c1c(=O)n(Cc1ccc(Cl)c(Cl)c1)c(=O)n2C	-3	-6	-0.8	-0.1
CCOC(=O)c1ccc(NC(=O)CSc2nnc(NC(=O)c3cc(Br)ccc3Cl)s2)cc1	-2	8	0.0	0.1
N#Cc1ccccc1N1C(=O)C2C3c4ccccc4C(c4ccccc43)C2C1=O (configuration not stated)	-3	5	-0.8	-0.1
c1ccc2c(c1)oc1c(N3CCNCC3)ncnc12	22	7	-1.3	0.4
COc1ccc(C2C(C(=O)NCCC3=CCCCC3)c3ccccc3C(=O)N2Cc2ccc(F)cc2)cc1 (configuration not stated)	9	6	-0.9	0.0
CCCCN1C(=O)C(=O)/C(=C(\O)c2ccc(OC)cc2)C1c1ccc2c(c1)OCO2 (configuration not stated)	26	9	-0.5	0.6
COc1ccc(-c2cccc3c2OC(CNC(=O)c2ccnn2C)C3)nn1 (configuration not stated)	-4	8	0.0	-0.1
S=C(NCc1ccccc1)Nc1ccc(Cl)cc1	4	-3	-0.6	0.0
O=C(NCC1CCCO1)c1ccc2c(c1)ncn2-c1cccc(Cl)c1 (configuration not stated)	-5	-6	-0.5	0.1
Cc1noc(C)c1CSc1nnc2sc3ccccc3n12	6	-1	-0.2	0.0
CCCNc1ccnc(NCc2cccnc2)n1	-17	12	-1.7	0.3
O=C(Nc1ccc2oc(-c3ccc(F)cc3Cl)nc2c1)c1ccccc1[N+](=O)[O-]	6	2	-1.4	0.2
CC(C)CCNC(=O)C(C)n1c2ccccc2c2cnn(C)c(=O)c21 (configuration not stated)	-5	4	-0.4	0.3
C[C@@H](C(=O)NNC(=O)c1ccccc1F)N1C(=O)C2CC=CCC2C1=O (some centres not stated)	-4	1	1.6	0.1
CCCCOc1ccc(NC(=O)C2CCN(c3nccc(C)n3)CC2)cc1	1	-1	3.4	-0.1
CC(=O)Nc1ccccc1C(=O)C(=O)Nc1cc(Cl)cc(Cl)c1	1	6	-0.4	-0.1
CCOc1cc(/C=C(\C#N)c2nc(-c3cccs3)c(NC(C)=O)s2)ccc1O	1	42*	0.7	0.1
O=C(O)c1cc([N+](=O)[O-])ccc1Sc1nnn(-c2ccccc2)n1	0	3	-0.4	-0.2
Cc1ccc(S(=O)(=O)Cn2nnnc2CN(Cc2ccco2)CC2CCCO2)cc1 (configuration not stated)	-4	16	-1.4	0.9
CCOC(=O)c1cccc(NC(=O)Cn2cc3c(n2)CCCC3)c1	0	-2	0.1	0.0
COc1cc2c(cc1OC)C(C(=O)NCC1CCCO1)C(c1cccs1)N(C)C2=O (configuration not stated)	-8	2	0.2	0.0
CCOC(=O)c1c(NC(=O)c2ccc(S(=O)(=O)N3CCc4ccccc4C3)cc2)sc2c1CCC2	6	5	1.0	0.1
CCOC(=O)c1c(C)[nH]c2ccc(C)cc2c1=O	-1	-6	1.2	0.0
O=[N+]([O-])c1ccc(-c2cnc(N/N=C/c3ccc(Br)cc3)nc2)cc1	8	12	-0.3	0.4
COc1ccc(COC(=O)N/N=C2\C[C@@H](O)[C@@H](O)[C@@H]3[C@@H]4C(=O)N(C[C@@H]5CCCO5)C(=O)[C@@H]4CC[C@@H]23)cc1	3	x	1.6	0.0
CCOC(=O)CN(Cc1ccc(Cl)cc1)S(=O)(=O)c1ccc([N+](=O)[O-])cc1	5	7	0.2	-0.1
O=C(NC1CCCCC1)c1cc([N+](=O)[O-])ccc1N1CCCC1	-7	-5	-0.2	-0.2
CN(C)CCOc1cc(-c2cn[nH]c2)c(F)cc1NC(=O)[C@H](N)Cc1cccc(F)c1	-4	4	-0.2	0.2
O=C(NNc1ccc(Br)cc1)C(F)(F)F	6	5	0.5	0.2
CCCCC[C@H](O)/C=C/[C@@H]1[C@@H](C/C=C\CC(=O)O)[C@@H](O)C[C@@H]1O	2	x	-1.3	x
Nc1nonc1NC(=O)CSc1nnnn1-c1ccccc1	3	2	-1.7	-0.2
COc1cccc(/C=N\NC(=O)c2cc(C(C)(C)C)[nH]n2)c1O	22	69*	5.8*	-0.6
C/C(=C\C(=O)c1ccc(C)o1)Nc1ccc(C(=O)O)cc1C	9	1	-1.0	0.2
COC(=O)c1cc(-c2ccccc2C)no1	-4	-4	-0.8	-0.1
CCc1nnc(NC(=O)CS(=O)CC(=O)Nc2ccc(C)cc2)s1 (configuration not stated)	-2	-3	0.3	0.0
CC(=O)NCC(=O)N[C@H](CCC(=O)O)C(=O)O	-3	x	-0.6	-0.2
Cc1ccc(C)c(Nc2ncnc(N)c2[N+](=O)[O-])c1	-2	-3	0.7	0.1
OCC1CCCN1c1nc(NCc2cccnc2)c2ncn(C3CCCCC3)c2n1 (configuration not stated)	-15	14	-2.4	1.0
COc1ccc(Nc2nc(Cc3ccccc3)nc3sc4c(c23)CCCC4)cc1OC	16	-4	0.7	0.1
COc1ccc(-c2cc(C(F)(F)F)n3nc(C(=O)NCCCn4ccnc4)cc3n2)cc1	6	6	-0.1	-0.1
Cc1cc(NC(=O)COc2nncc3ccccc23)no1	-9	4	-0.8	-0.2
c1cncc(CNc2ccnc(N3CCc4ccccc4C3)n2)c1	4	-11	1.8	-0.1
COc1ccc(CNC(=O)CCc2ccccc2O)cc1	7	-25	1.3	0.7
CC(C)CCCN1CCC(N2CCN(c3ccccn3)CC2)CCC1=O (configuration not stated)	-6	5	0.4	0.0
COc1ccc(N(C(=O)Nc2ccccc2[N+](=O)[O-])C(C)C2CC2)cc1 (configuration not stated)	-14	-10	-1.1	0.0
Cc1ccc(-n2nc3c(c2NC(=O)c2ccc(Cl)c([N+](=O)[O-])c2)CS(=O)(=O)C3)c(C)c1	22	11	0.0	0.8
CCn1c(C(=O)NCc2cccs2)cc2sc(Cl)cc21	0	-5	1.7	0.0
CSc1nc(C)cc(-c2ccco2)c1C#N	8	0	-1.8	0.0

Single records, from the list above:
CSc1nc(C)cc(-c2ccco2)c1C#N across the screens: MITF inh: 8; TEAD-YAP inh: 0; GPR151 activ: -1.8; FBW7 act: 0.0
CC(C)CCCN1CCC(N2CCN(c3ccccn3)CC2)CCC1=O (configuration not stated) across the screens: MITF inh: -6; TEAD-YAP inh: 5; GPR151 activ: 0.4; FBW7 act: 0.0

Next structures follow.
SMILES	MITF inh	TEAD-YAP inh	GPR151 activ	FBW7 act
COc1ccc(C)cc1S(=O)(=O)Nc1ccc(Cl)cc1C	6	10	1.2	0.3
O=C(NNS(=O)(=O)CCc1ccccc1)c1ccccc1	2	8	-1.1	0.2
COc1cc(C(=O)Nc2cccc(C(F)(F)F)c2)c([N+](=O)[O-])cc1OC	6	10	0.2	-0.1
COc1ccccc1C(=O)NC(NCC12CC3CC(CC(C3)C1)C2)(C(F)(F)F)C(F)(F)F	4	0	-0.2	-0.1
COc1ccccc1NC(=O)C(=O)NNC(=O)c1ccccc1OC	9	3	0.1	0.0
COC(=O)c1nnn(CC(=O)Nc2c(Cl)cccc2Cl)c1C(=O)OC	4	-3	-1.2	0.0
Cc1onc(-c2ccccc2)c1CNS(=O)(=O)c1ccccc1[N+](=O)[O-]	-3	-4	-0.9	-0.2
O=c1c2cc(Cl)ccc2[nH]c(=S)n1CCc1ccc(Cl)cc1	5	1	2.4	0.2
O=C(Nc1ccccc1C(=O)N/N=C/c1ccco1)c1ccc(Cl)cc1	9	2	0.5	0.3
CCOC(=O)c1ccc(NC(=O)C(C)Sc2nc(N)cc(=O)[nH]2)cc1 (configuration not stated)	-12	-5	-1.3	0.1
C/C(CC(=O)Nc1ccc2c(c1)OCCO2)=N\NC(=O)c1ccccn1	14	-24	-0.1	-0.3
NCCc1ccc(O)c(O)c1	9&16&6&14&26	-1&-8&-3	-1.8&0.0&0.8&-0.2&-0.4	-0.2&-0.2&-0.4&-0.2&-0.1
O=C(NCc1cccs1)C1CC12CCN(Cc1cccn1-c1ncccn1)CC2 (configuration not stated)	-2	10	-0.1	-0.1
NC(=NC1CCCCC1)c1ccc([N+](=O)[O-])cc1	-4	3	-0.2	-0.2
N#CC1=C(N)OC2=C(C(=O)CCC2)C1c1cc2c(cc1[N+](=O)[O-])OCO2 (configuration not stated)	21	5	-0.8	-0.6
CCCCNC(C)C1COc2ccccc2O1 (configuration not stated)	9	3	0.2	0.3
CS(=O)(=O)N(CC(=O)Nc1ccccc1)c1ccccc1F	9	5	1.5	0.0
O=C(CSc1nc2c(ccc3ccccc32)[nH]1)c1ccccc1	5	-64	0.0	-0.1
Cn1c(=O)n(C)c2cc(C(=O)NC3(c4ccccc4F)CCCC3)ccc21	11	1	1.6	0.1
Fc1ccccc1-c1noc(/C=C/c2ccc(Br)cc2)n1	8	-29	0.8	0.1
CC(C)(CO)NC(=O)C12CC3CC(CC(C3)C1)C2	0	1	2.5	-0.1
Cc1ccc(CC(=O)NCCN(C)C)cc1	0	3	1.4	0.0
O=C(NCc1ccco1)c1ncoc1-c1ccc2ccccc2c1	1	-39	-0.7	-0.1
C=CCNC(=O)COC(=O)c1cc(-c2ccco2)nc2ccccc12	57*	6	0.0	0.0
CCn1c(-c2ccco2)nn(CN2CCN(c3ccccc3OC)CC2)c1=S	-4	3	-1.7	-0.1
CCOc1ccc(CN(C(=S)Nc2ccc(CC)cc2)C(CC(C)C)C(=O)O)cc1 (configuration not stated)	-5	3	-0.2	-0.1
CCOC(=O)c1sc2nc(CC(=O)OC)nc(NCCC3=CCCCC3)c2c1C	9	10	-0.8	0.1
O=C(NCc1ccccc1Cl)C1CCC(CNc2nc(=S)[nH]c3ccccc23)CC1 (configuration not stated)	12	4	0.9	0.2
CCCOc1ccc(NC(=O)CC2C(=O)N(c3ccc(Cl)cc3)C(=S)N2CCCN2CCN(C)CC2)cc1 (configuration not stated)	5	-8	0.8	0.1
NC(=O)C1CCN(C(=O)c2ccc(NC3=NC4CS(=O)(=O)CC4S3)cc2)CC1 (configuration not stated)	5	10	1.8	0.0
Cc1csc(-c2ccc(C(=O)O)c(Cl)n2)c1	11	13	-4.0	0.5
O=c1oc2c(Cl)cc(Cl)cc2cc1-c1csc(Nc2ccccc2)n1	0	1	-0.3	0.0
COc1ccc(N2CCN(C(c3ccc(C)cc3)c3nnnn3Cc3ccco3)CC2)cc1 (configuration not stated)	23	2	0.8	-0.1
CC(=O)c1cccc(S(=O)(=O)Nc2ccc(I)cc2C)c1	6	3	2.5	-0.1
COc1ccc2sc(Nc3nnc(-c4ccco4)o3)nc2c1	-3	-30	0.9	-0.3
C=CCn1c(=S)[nH]c2scc(-c3ccc(OC)c(OC)c3)c2c1=O	1	14	0.5	-0.1
O=S(=O)(NCc1nc(-c2ccncc2)n[nH]1)c1ccc(C(F)(F)F)cc1	0	0	-0.6	0.1
NC(=O)c1oc2ccccc2c1NC(=O)Cc1ccccc1	7	5	1.6	0.0
O=C1CCCN1CCCNCC(=O)N1c2ccccc2Sc2ccccc21	76*	3	-0.6	-0.1
CC(=O)c1c(C)oc2ccc(N(C(=O)Oc3ccccc3)S(=O)(=O)c3ccc(C(C)(C)C)cc3)cc12	-5	11	0.1	0.8

Filtered by structure, the compounds so far containing a CF3 group.
SMILES	MITF inh	TEAD-YAP inh	GPR151 activ	FBW7 act
COc1ccc(NC(=O)CC2Sc3ccc(C(F)(F)F)cc3NC2=O)cc1 (configuration not stated)	16	3	0.4	1.2
O=C(NNc1ccc(Br)cc1)C(F)(F)F	6	5	0.5	0.2
COc1ccc(-c2cc(C(F)(F)F)n3nc(C(=O)NCCCn4ccnc4)cc3n2)cc1	6	6	-0.1	-0.1
COc1cc(C(=O)Nc2cccc(C(F)(F)F)c2)c([N+](=O)[O-])cc1OC	6	10	0.2	-0.1
COc1ccccc1C(=O)NC(NCC12CC3CC(CC(C3)C1)C2)(C(F)(F)F)C(F)(F)F	4	0	-0.2	-0.1
O=S(=O)(NCc1nc(-c2ccncc2)n[nH]1)c1ccc(C(F)(F)F)cc1	0	0	-0.6	0.1

Next section
SMILES	MITF inh	TEAD-YAP inh	GPR151 activ	FBW7 act
COc1ccc(NC(=O)CSc2nc3n[nH]c(C)c3c(=N)n2-c2cccc(Cl)c2)c(OC)c1	1	9	1.1	-0.2
CCOc1cc(CN2CCN(Cc3ccccn3)CC2)ccc1OC	62*	3	0.9	-0.1
COc1ccc(N2CCN(C(=O)CCCCCn3c(=S)[nH]c4ccc(Br)cc4c3=O)CC2)cc1	4	-3	-1.0	0.0
CC(C)=CC1C=C(C)C(C)C(C(=O)O)C1C(=O)O (configuration not stated)	0	4	0.9	0.2
COc1ccc(CC(=O)NNC(=O)COc2ccc3ccccc3c2)cc1	-7	4	-0.3	0.0
COc1ccccc1N1CCN(C(=O)c2cc3nc(-c4ccc5c(c4)OCO5)cc(C(F)(F)F)n3n2)CC1	4	3	-2.6	0.5
COc1ccc(C2c3c(n[nH]c3C)C(=O)N2c2ccc(C)cc2)cc1 (configuration not stated)	-1	-27	1.6	-0.1
CC(C)c1nc(C(N)=O)c2[nH]c(=O)n(-c3ccc(Cl)cc3)c2n1	4	4	-0.2	-0.1

Compound activity (PubChem)
